Source: PubChem (National Center for Advancing Translational Sciences (NCATS))
AmpC no deterg: AmpC beta-lactamase inhibition without detergent. P00811. 0.52% of 330,000 active. Potency, µM (series often up to 57.1 µM), inactives show at the top dose activity change, negative = inhibition, hits mostly inhibitors. AmpC nitrocefin hydrolysis, absorbance 480 nm, 0.0001% Triton;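 also: potency is read from the fitted curve at half-maximal effect; plate controls were no compound for no effect and no enzyme for full effect; nearly all actives have a fitted effect of over 20% in size; some results filed as inactive show a strong effect at the top dose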
Target sequence (P00811 whole entry, looked up): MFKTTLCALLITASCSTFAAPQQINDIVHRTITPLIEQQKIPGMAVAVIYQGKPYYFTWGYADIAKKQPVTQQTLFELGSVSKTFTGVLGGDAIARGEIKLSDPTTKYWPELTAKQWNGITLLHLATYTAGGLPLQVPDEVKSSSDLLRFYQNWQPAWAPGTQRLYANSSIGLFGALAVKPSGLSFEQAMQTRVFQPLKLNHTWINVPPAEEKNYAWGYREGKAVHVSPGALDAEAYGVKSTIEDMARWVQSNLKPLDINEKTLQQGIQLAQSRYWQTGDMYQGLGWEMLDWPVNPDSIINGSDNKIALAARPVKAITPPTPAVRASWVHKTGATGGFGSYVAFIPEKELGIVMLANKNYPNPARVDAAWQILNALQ
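AmpC (5.3 nM in the dispensed reagent) in 20 mM phosphate pH 7.0 with 0.01% (detergent screen) or 0.0001% Triton X-100 was preincubated with compounds for 15 min at room temperature. Nitrocefin was then added from an 800 uM solution, and hydrolysis was followed at 480 nm.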
AmpC inh detg: AmpC beta-lactamase inhibition with detergent present; P00811; AmpC hydrolysis of nitrocefin, absorbance 480 nm, 0.01% Triton; Potency, µM (highest dose often 114 µM), without a hit: top-dose activity change, negative = inhibition, usual class: inhibitors; 0.041% of 370,000 active;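 also: potency is read from the fitted curve at half-maximal effect; 0% = no-compound wells and -100% = no-enzyme wells; nearly all actives have a fitted effect of over 25% in size; some results filed as inactive show a strong effect at the top dose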
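AmpC (5.3 nM in the dispensed reagent) in 20 mM phosphate pH 7.0 with 0.01% (detergent screen) or 0.0001% Triton X-100 was preincubated with compounds for 15 min at room temperature. Nitrocefin was then added from an 800 uM solution, and hydrolysis was followed at 480 nm.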
Sm TGR inh: S. mansoni TGR enzyme inhibition. purified TGR, DTNB reduction, TNB absorbance 405 nm. Q962Y6. 3% of 360,000 active. Potency, µM (series often up to 114 µM), for inactives: top-dose activity change, negative = inhibition, hits mostly inhibitors; also: potency is read from the fitted curve at half-maximal effect; nearly all actives have a fitted effect of over 60% in size
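First, TGR (20 nM dispensed) and NADPH were mixed with compound. Second, a 15 min room-temperature incubation followed. Third, further NADPH and then DTNB were added to start the reaction. Finally, TNB absorbance was monitored kinetically.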
HCMV antiviral: inhibitors of human cytomegalovirus; AID 1259415; HFF cells, HCMV-luciferase reporter, 72 h; hits give low values; activity change, negative = inhibition, % at 57.5 µM; 4.5% of 410,000 active; in the data active = activity change below about -60%; inconclusive = no clear call, values can overlap the other calls; inactive = above about -39%
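Compounds were evaluated in HFFs infected with an HCMV luciferase reporter virus (MOI 1 PFU/cell). Luciferase in lysates collected 72 h post infection served as the replication measure.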
HCV inhibitor: blocks hepatitis C virus. Huh7.5.1 HCVcc-Cre infection, luciferase reporter, 44 h. AID 651820. Potency, µM (top dose mostly 41.8 µM), inactives show top-dose activity change, negative = inhibition, most hits filed as inhibitors. 3.4% of 340,000 active; also: potency is read from the fitted curve at half-maximal effect
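Infectious HCVcc-Cre (~0.5 moi) was added to cells just after compound, with cells seeded 4 h earlier at 1,000 per well. Luciferase activity after 44 h culture reported infection; substrate was incubated 15 min at room temperature before reading.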
Giardia FBPA inh: Giardia lamblia aldolase inhibition; 0.71% of 290,000 active; Potency, µM (doses to about 59.6 µM), for inactives: at the top dose activity, negative = inhibition, most hits filed as inhibitors; AID 2451; purified Giardia FBPA; A8B2U2; also: potency is read from the fitted curve at half-maximal effect; nearly all actives have a fitted effect of over 55% in size
Target sequence (A8B2U2 whole entry, looked up): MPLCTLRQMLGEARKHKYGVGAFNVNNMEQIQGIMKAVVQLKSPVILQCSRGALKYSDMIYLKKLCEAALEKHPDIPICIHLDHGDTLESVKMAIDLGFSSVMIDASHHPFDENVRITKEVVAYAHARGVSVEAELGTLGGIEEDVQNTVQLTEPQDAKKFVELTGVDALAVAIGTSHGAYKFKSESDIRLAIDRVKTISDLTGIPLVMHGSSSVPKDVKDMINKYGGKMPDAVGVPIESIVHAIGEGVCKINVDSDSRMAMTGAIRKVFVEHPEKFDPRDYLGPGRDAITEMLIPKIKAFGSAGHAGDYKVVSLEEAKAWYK
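40 nM FBPA preincubated 10 min at RT with compound (up to 57.5 uM final), then substrate plus GAPDH/TPI/NAD/arsenate coupling and diaphorase/resazurin added. Fluorescence read after 20 min at RT, 525/598 nm.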
* = called active by the depositor; ? = inconclusive; nt = not tested or not shown; & = joins results of further samples; [ ] = another dose, or the depositor's remark. Unless noted, calls follow the shape of the dose curve; as a rule, active = well fitted curve in the direction sought with a large enough effect; inconclusive = small, poorly fitted or top-dose-only effect, or another doubt; inactive = no such curve, though single readings can be large; an effect the other way counts as inactive or inconclusive. Unless noted, % is scaled to controls: 0 for no effect and ±100 for the full control effect.

SMILES | AmpC no deterg | AmpC inh detg | Sm TGR inh | HCMV antiviral | HCV inhibitor | Giardia FBPA inh
Cc1cccc(C(=O)NCCC(=O)NCc2ccccc2F)c1 | -13% | 5% | 4% | 0 | 6% | nt
CCN(C(=O)COC(=O)c1cc(S(=O)(=O)Nc2c(C)n(C)n(-c3ccccc3)c2=O)ccc1Cl)C1CCCCC1 | 40% | -5% | -3% | 0 | -9% | 7%
CCOc1cc(C2C(C#N)=C(N)Oc3cc(N)ccc32)ccc1O (configuration not stated) | -37% | ? | -13% | 32 | -6% | -21%
COc1ccc(OC)c(CNS(=O)(=O)c2c(C)nc3scc(C)n3c2=O)c1 | -17% | -7% | -20% | -28 | 5% | 6%
N/C(=N\OC(=O)Nc1ccccc1)c1ccno1 | -6% | 4% | -16% | 7 | 8% | 0%
O=C(COC(=O)c1ccc2c(=O)n3c(nc2c1)CCC3)NC1CCS(=O)(=O)C1 (configuration not stated) | -25% | 1% | -6% | ? | 1% | 6%
CC1=N/C(=C/c2ccco2)C(=O)O1 | -30% | 6% | 28µM* | -28 | 25% | ?
Cn1c(SCC(=O)NCc2ccccc2)nnc1-c1ccc(NC(=O)CCc2ccccc2)cc1 | -10% | -10% | 0% | -16 | -14% | 3%
O=C(NCCCN1CCc2ccccc2C1)Nc1ccc(Br)cc1 | -32% | -9% | 0% | 40 | -28% | ?
CCn1c(=O)cc(OCC(=O)Nc2cccnc2)c2ccccc21 | -6% | -11% | 3% | 40 | 1% | 1%
O=C(C1CCCN(S(=O)(=O)c2ccc(Br)s2)C1)N1CCN(c2ccccc2)CC1 (configuration not stated) | 35% | -4%&14% | 3%&7% | -13&-33 | 10µM* | -4%
COc1ccc(C2/C(=C(/O)c3ccc4c(c3)CC(C)O4)C(=O)C(=O)N2CCN2CCOCC2)cc1OC (configuration not stated) | 4% | -1% | -10% | 5 | 24% | 8%
Cc1cc(C)n2nc(SCc3cc(=O)oc4cc(O)ccc34)nc2n1 | -30% | ? | -14% | nt | ? | -2%
Cc1[nH]c2ccc(OCc3ccccc3)cc2c1CCN1C(=O)OC(C)(C)C1(C)O (configuration not stated) | 49% | ? | -2% | -2 | 7% | -5%
Cc1ccc(NS(=O)(=O)c2ccc(CCC(=O)N3CCOCC3)cc2)cc1 | 29% | -2% | -13% | -5 | -26% | -3%
CCc1nc(Nc2ccc(F)cc2)c2oc3ccccc3c2n1 | -32% | 1% | -6% | -23 | 10µM* | ?
COc1ccc(OC)c(S(=O)(=O)N2CCC(NC(=O)c3ccccc3)CC2)c1 | -14% | 2% | -22% | 3 | -13% | -3%
Cc1cccc(C)c1OCc1n[nH]c(=S)n1N | -18%[11.4 µM] | ? | -10% | -11 | -7% | -23%
CC(=O)C1=C(O)C(=O)N(c2ccc(O)cc2)C1c1ccccc1F (configuration not stated) | -9% | -3% | 4% | -14 | 12% | 4%
O=c1[nH]cc(S(=O)(=O)N2CCN(c3cccc(C(F)(F)F)c3)CC2)c(=O)[nH]1 | -23% | ? | 0% | -8 | 1% | nt
COc1ccc(N(C(=O)c2ccco2)C(C(=O)NC2CCCCC2)c2cccs2)cc1OC (configuration not stated) | 52% | ? | -8% | -2 | 5% | 3%
COc1ccc(CN2C(=O)C(C)Nc3ncnc(N4CCN(c5ccccn5)CC4)c32)cc1 (configuration not stated) | 122%[activator] | nt | nt | 19 | ? | nt
COc1ccc2nc(-c3ccc(N)cc3)[nH]c2c1 | -12% | -10% | -3% | 29 | 6% | -12%
CCOc1cc(NC(=S)NC)c(OCC)cc1NC(=O)c1cccs1 | -15% | 1% | ? | -9 | ? | -1%
Cc1cccc2cc(C#N)c(NCCNS(=O)(=O)c3ccccc3)nc12 | -17% | -6% | 4%[57.1 µM] | -3 | 8% | -13%
Nc1nnc(-c2ccco2)s1 | -11% | -3% | 27% | 51 | 4% | 6.3µM*
COC(=O)c1ccc(C)c(N(CCO)CCO)c1 | -10% | -13% | 0% | 34 | 0% | -6%
Cc1ccc(CNC(=O)CCS(=O)(=O)c2ccc3c(c2)CC(C)N3C(=O)C2CC2)cc1 (configuration not stated) | 36% | -2%&19% | -28%&-24% | ? | -21% | 10%
Cc1ccc(C)c(NC(=O)CN(C)C(=O)C2CCCC2)c1 | -1% | 4% | -13% | 4 | 25% | nt
C=CCNC(=O)c1ccccc1NC(=O)Nc1ccccc1 | -40% | -3% | 0% | 10 | -5% | -7%
Cc1cc(C)nc(N2CCC(C(=O)NNC(=O)c3ccc(Cl)cc3)CC2)n1 | -7% | 3% | -10% | -34 | -1% | 4%
CC(C)OCC(O)CN1CCN(C(c2ccccc2)c2ccccc2)CC1 (configuration not stated) | 38% | 4% | nt | -17 | ? | -23%
O=C(C1=NN[C@@H]2C(=O)N(c3ccccc3C(F)(F)F)C(=O)[C@H]12)c1ccc2ccccc2n1 | 12% | -1% | -11% | 10 | 0% | -8%
Cc1cc2oc3c(c(=O)c2cc1C)C(c1cccc(Br)c1)N(Cc1ccco1)C3=O (configuration not stated) | -10% | -17% | -19% | -18 | 9% | 2%
Cc1ccc(C(=O)Nc2ccc(Br)cc2)cc1S(=O)(=O)N1CCOCC1 | nt | 1% | -1% | ? | nt | nt
Cc1nc(-c2cccc3ccccc23)ccc1C(=O)O | -1% | -6% | -12% | -22 | 26% | 24%
Cc1oc(-c2ccccc2F)nc1CS(=O)CC(=O)NC1CCCCC1 (configuration not stated) | 50% | ? | 32µM* | -7 | 4% | 11%
COc1cc(CCC(=O)NC2(C)CCS(=O)(=O)C2)cc(OC)c1OC (configuration not stated) | -21% | ? | 2% | ? | 8% | nt
CC(C)c1c(C(=O)N/N=C/c2ccc(-c3ccccc3)cc2)nnn1-c1nonc1N | -10% | -5% | 6% | -23 | 5% | nt
O=C(COC(=O)/C=C/c1ccc([N+](=O)[O-])cc1)Nc1ccc(F)cc1 | -19% | -16% | -6% | -9 | 12% | nt
COc1cccc(OCCNCc2ccccc2)c1 | -37% | ? | 1% | -27 | 2% | -22%
Cc1cccn2c(=O)c3cc(C#N)c(=O)n(Cc4cccnc4)c3nc12 | 1% | ? | -10% | ? | ? | 2%
Cc1c[n+]([O-])cc(C)c1Oc1ccccc1 | 0% | 1% | -15% | 17 | 11% | nt
O=C1CCC(C(=O)Nc2ccc(OC(F)F)cc2)N1 (configuration not stated) | -10% | ? | 5% | 39 | 11% | 4%
COc1ccc(Br)cc1S(=O)(=O)Nc1ncccc1C | 7% | -4% | -6% | -15 | 13% | -9%
CCOC(=O)C1CCN(C(=O)c2sc3nc(C)nc(N4CCC(C)CC4)c3c2C)CC1 | 215%[activator] | ? | 8% | 13 | -13% | -9%
O=C(NC(=S)Nc1ccc(S(=O)(=O)Nc2nccs2)cc1)c1ccccc1 | -18% | -2% | 35µM* | -35 | 34%[activator] | -24%
CCN(CC)c1ccc(S(=O)(=O)N2CCOCC2)cc1NS(C)(=O)=O | -23% | 5% | 3% | -2 | 1% | -5%
Cc1csc(NC(=O)c2ccccc2)n1 | -16% | -15% | -29% | 103 | -12% | -13%
CCCNC(=O)CC1C(=O)N(Cc2ccccc2)C(C)c2nc3ccccc3n21 (configuration not stated) | 5% | -2% | 5% | -5 | -9% | 0%
Cc1ccc(Nc2c(-c3ccccn3)nc3ccc(Br)cn23)cc1 | nt | 9% | 5% | 4 | nt | nt
O=C(Cn1c(=O)cnc2ccccc21)Nc1cccc(S(=O)(=O)N2CCCCC2)c1 | -41% | ? | -15% | 4 | ? | nt
O=C(CCC(=O)N1CCOc2ccccc21)Nc1ccccc1Br | -29% | -6% | -1% | 15 | -3% | 2%
CCOC(=O)N1CCN(C(=O)CS(=O)(=O)c2cn(Cc3ccccc3C)c3ccccc23)CC1 | 9% | -3% | -24% | nt | ? | -15%
CSCCCNC(=O)c1ccccc1OC1CCN(S(C)(=O)=O)CC1 | 15% | -3% | -7% | 29 | 6% | 1%
CCCn1cc(S(=O)(=O)c2ccccc2)c(=O)c2cc(F)c(N3CCCCC3)cc21 | nt | -2% | -3% | -28 | nt | nt
CSc1ccccc1OCc1cc(C(=O)NCc2cccc(C)n2)no1 | 4% | -1% | -2% | 69 | ? | 3%
Cc1cccc(CSc2nnc(CCNC(=O)OC(C)(C)C)o2)c1 | 46% | 1% | 0% | 12 | 1% | 2%
COc1ccc(NC(=O)CSCC(=O)Nc2sccc2C#N)cc1 | -19% | ? | ? | 0 | -1% | nt
O=C(O)CSCC(=O)Nc1ccccc1SCCS(=O)(=O)c1ccc(Cl)cc1 | -21% | -12% | -21% | 14 | 15% | 9%

In another format: entries from further up.
Structure	AmpC no deterg	AmpC inh detg	Sm TGR inh	HCMV antiviral	HCV inhibitor	Giardia FBPA inh
Cc1cc2oc3c(c(=O)c2cc1C)C(c1cccc(Br)c1)N(Cc1ccco1)C3=O (configuration not stated)	-10%	-17%	-19%	-18	9%	2%
Cc1ccc(C(=O)Nc2ccc(Br)cc2)cc1S(=O)(=O)N1CCOCC1	nt	1%	-1%	?	nt	nt
Cc1nc(-c2cccc3ccccc23)ccc1C(=O)O	-1%	-6%	-12%	-22	26%	24%
Cc1oc(-c2ccccc2F)nc1CS(=O)CC(=O)NC1CCCCC1 (configuration not stated)	50%	?	32µM*	-7	4%	11%
COc1cc(CCC(=O)NC2(C)CCS(=O)(=O)C2)cc(OC)c1OC (configuration not stated)	-21%	?	2%	?	8%	nt

(continued)
SMILES | AmpC no deterg | AmpC inh detg | Sm TGR inh | HCMV antiviral | HCV inhibitor | Giardia FBPA inh
Fc1ccc(COc2ccc3ccccc3c2CNc2nn[nH]n2)cc1 | -31% | ? | -5% | 2 | 6% | -4%
Cc1cccc(NC(=O)N2CCC(CN3CCc4ccccc4C3)CC2)c1C | nt | 2% | 3% | 8 | nt | nt
CCCCN1C(=O)c2[nH]nc(-c3ccccc3O)c2C1c1cccc(OCc2ccccc2)c1 (configuration not stated) | nt | -1% | 10% | -19 | nt | nt
COc1cc(CCN2C(=O)c3cccc4cccc(c34)C2=O)c(S(=O)(=O)N2CCC(C)CC2)cc1OC | 42% | -8% | -10% | ? | -26% | -2%
CCCNC(=O)Nc1nc2ccccc2s1 | -32% | ? | 0% | 20 | 0% | -3%
CCn1c(SCC(=O)NC(=O)c2ccccc2OC)nc2ccccc21 | -12% | -2% | -5% | 35 | 16% | nt
O=C(c1ccc(-n2ccnc2)cc1)N1CCCC(CO)(Cc2cccc(Cl)c2)C1 (configuration not stated) | 104%[activator] | ? | 4% | -5 | -28% | 19%
CC(C)(C)OC(=O)N1CCC(c2c(C(=O)NCc3ccccn3)cnn2-c2ccccc2)CC1 | nt | -6% | -5% | 0 | nt | nt
Cc1cc(C)n2c3c(c(C#N)c2n1)CC(C)(C)OC3 | 2% | 6% | 7% | -3 | -8% | 0%
Cc1nn(Cc2ccccc2)c(C)c1C(=O)OCC(=O)Nc1ccccc1SCC#N | 1% | -22% | 5% | 27 | -21% | 13%
Cc1cc(=O)oc2c1c(C)nn2-c1ccc(C(=O)OC(C)C)cc1 | -26% | 2% | 1% | nt | 19% | 8%
